JMJD2A Tudor: blocks the human JMJD2A Tudor domain; Potency, µM (top dose mostly 114 µM), without a hit: top-dose activity change, negative = inhibition, actives largely listed as inhibitors; O75164; AlphaScreen JMJD2A-Tudor / H3K4me3 peptide binding; actives 4.4% (n = 390,000); also: % is scaled to controls: 0 for no effect and ±100 for the full control effect; nearly all actives have a fitted effect of over 50% in size
ERG Ets-DNA blk: blocks human ERG Ets domain binding to DNA; AID 624246; Potency, µM (highest dose often 76.9 µM), without a hit: top-dose FP activity, negative = inhibition, most hits filed as inhibitors; actives 0.028% (n = 370,000); P11308; fluorescence polarization, His-ERG Ets domain / labelled DNA; active = well fitted inhibition curve with a large enough effect in the polarisation, with a control signal flat; inconclusive = small, poorly fitted or top-dose-only effect, or effect the other way, or a change in a side signal; inactive = no such curve, though single readings can be large or run the other way; the % refers to the polarisation;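 also: polarization taken with two DNA probes labelled with fluorescein and Texas red; % of control where 0% means no effect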
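His-tagged ERG Ets domain (1 uM in the protein solution; 300mM KCl, 50mM Tris-HCl, 1mM EDTA, 1mM DTT, pH 7.5) received compound, then a probe mix of 5 nM fluorescein-DNA and 100nM Texas-615-DNA. Fluorescence polarization was read for both dyes.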
HP1b binding inh: inhibitors of HP1-beta chromodomain binding to methylated histone tails; P83916; AlphaScreen HP1-beta / biotin-H3K9me3 peptide binding; Potency, µM (series often up to 114 µM), inactives show at the highest dose activity change, negative = inhibition, most hits filed as inhibitors; actives 0.56% (n = 390,000); AID 540317; also: nearly all actives have a fitted effect of over 70% in size; inactives centre near 23
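Compound inhibition of the preformed complex between 50 nM HP1-beta and 50 nM biotinylated H3K9me3 peptide was read by AlphaScreen. Buffer was PBS pH 7.4 with 0.01% Tween-20. Incubations ran 30 min at room temperature, with 10 ug/mL donor/acceptor beads.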
12-LOX inh: inhibitors of human 12S-lipoxygenase ALOX12. actives 1.1% (n = 580,000). purified 12hLO, xylenol orange hydroperoxide absorbance. Potency, µM (highest dose often 108 µM), for inactives: at the highest dose activity change, negative = inhibition, actives largely listed as inhibitors; also: % is scaled to controls: 0 for no effect and ±100 for the full control effect
Target sequence (P18054 whole entry, looked up): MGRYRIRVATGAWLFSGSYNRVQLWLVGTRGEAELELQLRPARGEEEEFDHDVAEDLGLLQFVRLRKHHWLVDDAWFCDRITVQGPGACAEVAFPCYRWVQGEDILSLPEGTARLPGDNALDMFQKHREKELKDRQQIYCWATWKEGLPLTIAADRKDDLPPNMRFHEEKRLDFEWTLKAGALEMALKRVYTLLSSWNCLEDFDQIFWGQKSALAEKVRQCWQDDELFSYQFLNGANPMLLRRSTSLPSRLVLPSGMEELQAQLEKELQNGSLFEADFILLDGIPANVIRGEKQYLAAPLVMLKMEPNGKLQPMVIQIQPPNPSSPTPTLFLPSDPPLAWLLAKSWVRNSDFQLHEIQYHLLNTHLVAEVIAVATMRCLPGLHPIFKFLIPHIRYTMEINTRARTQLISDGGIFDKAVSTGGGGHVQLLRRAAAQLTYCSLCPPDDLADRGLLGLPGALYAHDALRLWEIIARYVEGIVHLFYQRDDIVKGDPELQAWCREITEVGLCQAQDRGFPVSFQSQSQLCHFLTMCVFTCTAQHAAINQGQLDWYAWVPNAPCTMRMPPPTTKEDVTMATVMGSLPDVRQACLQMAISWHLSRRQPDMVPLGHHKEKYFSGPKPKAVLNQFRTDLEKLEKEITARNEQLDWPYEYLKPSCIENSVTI
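Hydroperoxide product was detected by ferrous iron/xylenol orange as the 573 to 405 nm absorbance ratio. Arachidonic acid at 40 uM (final) was turned over for 30 min at room temperature by 150 nM human 12hLO, pH 7.0 Hepes buffer, after 15 min compound preincubation.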
rTrxR1 inhibitor: blocks rat thioredoxin reductase 1; actives 1% (n = 390,000); recombinant rTrxR1, NADPH fluorescence consumption, selenite substrate; Potency, µM (highest dose often 114 µM), without a hit: at the top dose activity change, negative = inhibition, usual class: inhibitors; O89049; AID 588453; also: % is scaled to controls: 0 for no effect and ±100 for the full control effect; nearly all actives have a fitted effect of over 65% in size
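Rat TrxR1 (90 nM in the dispensed reagent) was pre-reduced with 400 uM NADPH for 5 min at room temperature, then incubated with compound for 15 min. After 400 uM selenite was added, NADPH fluorescence (Ex 340/Em 450 nm) was followed for 8 min.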
RGS4 inhibitor: blocks human RGS4-accelerated GTP hydrolysis | P49798 | Transcreener GDP fluorescence polarization, RGS4-accelerated GTP hydrolysis | Potency, µM (series often up to 114 µM), for the others: top-dose activity change, negative = inhibition, actives largely listed as inhibitors | actives 0.039% (n = 390,000); also: % is scaled to controls: 0 for no effect and ±100 for the full control effect; nearly all actives have a fitted effect of over 75% in size; some results filed as inactive show a strong effect at the top dose
Target sequence (P49798 whole entry, looked up): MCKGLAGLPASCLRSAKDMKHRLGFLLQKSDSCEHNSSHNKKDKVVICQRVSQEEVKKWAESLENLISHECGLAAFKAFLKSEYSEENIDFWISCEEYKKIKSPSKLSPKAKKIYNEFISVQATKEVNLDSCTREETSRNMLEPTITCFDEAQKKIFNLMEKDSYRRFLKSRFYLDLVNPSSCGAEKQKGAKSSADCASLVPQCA
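MLSMR compounds (23 nl, pin-transferred) preincubated 10 min at room temperature with a 500nM (2x) first reagent, then RGS4 at 900nM (2x) plus Transcreener GDP mix added; fluorescence polarization (620/688 nm) read before and after 90 min at 30 °C.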
Pin1 inh: human Pin1 inhibition. Q13526. Pin1 FP peptide displacement, HiFluor488, 10 min. Potency, µM (doses to about 115 µM), for inactives: top-dose activity, negative = inhibition, hits mostly inhibitors. actives 0.009% (n = 390,000). AID 504891; active = well fitted inhibition curve with a large enough effect in the polarisation, with a control signal flat, not every such curve was filed as active; inconclusive = small, poorly fitted or top-dose-only effect, or effect the other way, or a change in a side signal; inactive = no such curve, though single readings can be large or run the other way; the % refers to the polarisation; also: % is scaled to controls: 0 for no effect and ±100 for the full control effect
PGK inhibitor: blocks T. brucei phosphoglycerate kinase; P07378; PGK/GAPDH coupled, Kinase-Glo luminescence, 60 min; Potency, µM (highest dose often 57.5 µM), inactives show at the top dose activity change, negative = inhibition, usual class: inhibitors; actives 0.043% (n = 380,000); also: % is scaled to controls: 0 for no effect and ±100 for the full control effect; nearly all actives have a fitted effect of over 60% in size
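Luminescent ATP detection (Kinase-Glo Plus) follows a 60-minute room-temperature incubation, with wells lacking PGK as controls. Buffer: 100 mM TEA (pH 7.6), 5 mM MgCl2, 0.01% Tween-20. Coupling enzyme GAPDH (100 nM final) supplies unstable 1,3-BPG in-well.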
GLS inh: blocks human kidney-isoform glutaminase activity; O94925; GLS enzymatic activity, qHTS titration; Potency, µM (highest dose often 45.5 µM), for inactives: top-dose activity change, negative = inhibition, most hits filed as inhibitors; actives 0.21% (n = 410,000); also: % is scaled to controls: 0 for no effect and ±100 for the full control effect
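Read-out is an Amplex red fluorescence increase coupled through glutamate oxidase and HRP, measured before and after 30 min room-temperature incubation. hKGA is in 45 mM KH2PO4 (pH 8.2) with 0.02% Tween-20; glutamine added as 1mM solution.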
* hit, by the source's call; i = inactive; ? = inconclusive; nt = no result given; & = joins results of further samples; [ ] = another dose, or the depositor's remark. Unless noted, calls follow the shape of the dose curve; as a rule, active = well fitted curve in the direction sought with a large enough effect; inconclusive = small, poorly fitted or top-dose-only effect, or another doubt; inactive = no such curve, though single readings can be large; an effect the other way counts as inactive or inconclusive. Potency is read from the fitted curve at half-maximal effect. This is a subset. The share of hits here may be higher or lower than overall.

No. | canonical_smiles | JMJD2A Tudor | ERG Ets-DNA blk | HP1b binding inh | 12-LOX inh | rTrxR1 inhibitor
1 | Cc1ccc(NC(=O)N2CCC(C(=O)NCC(C)C)CC2)cc1 | -1% | -8% | 27% | 0% | 15%
2 | COc1cc(OC)c([N+](=O)[O-])cc1/C=N/NC(=O)c1ccncc1 | -18% | -5% | 21% | -3% | -18%
3 | COc1ccc(CN2C(=O)c3ccccc3C(/C=N\OCc3ccc(F)cc3)C2=O)cc1 (stereo unspecified) | -3% | -5% | 50%[activator] | -17% | 15%[57.1 µM]
4 | COc1ccc(C2=NN(c3nc4ccccc4s3)C(=O)C2)cc1 | -35% | 9% | 14% | ? | 5%[57.1 µM]
5 | CCOC(=O)c1cccc(NC(=O)Nc2cc(OC)ccc2OC)c1 | ? | 2% | ? | 3% | 8%[57.1 µM]
6 | COc1ccc(C(=O)Nc2ccccc2C(=O)N/N=C/c2ccc(O)c(OC)c2)cc1 | -16% | 1% | 39%[activator] | 397%[activator] | 5%
7 | O=C(Nc1cccc(Cl)c1)OCCN1CCN(Cc2ccccc2)CCC1=O | -13% | 5% | 24% | 13% | 6%[57.1 µM]
8 | CCN(CC)c1ccc(/C=N/n2nnnc2N)c(O)c1 | ? | -13% | 13% | -23% | -10%
9 | COC(=O)c1ccc(CNC(=O)C2CCC(=O)N(CCCc3ccccc3)C2)cc1 (stereo unspecified) | ? | 7% | 7% | 9% | 12%[57.1 µM]
10 | CC(C)(C)c1nnc2sc(SC/C(O)=C(\C#N)c3nc4ccccc4[nH]3)nn2c1=O | 8% | 5% | ? | 0% | -3%[57.1 µM]
11 | O=C(CSc1nc2cc(Cl)ccc2s1)c1ccco1 | 29% | -2% | 56%[activator] | ? | ?
12 | COc1ccc2[nH]cc(C=O)c2c1 | -18%[57.1 µM] | 1% | 67%[activator] | 0% | 14%
13 | CCn1nc(C)c2c(-c3ccccc3)cc(=O)n(C(C)C(=O)NCCc3ccc(OC)c(OC)c3)c21 (stereo unspecified) | -27% | -6% | 16% | -23% | 16%[57.1 µM]
14 | COc1ccccc1N1CCN(C(=O)CCn2cnc3onc(-c4ccc(F)cc4)c3c2=O)CC1 | -36% | 8% | -14% | -17% | 11%
15 | Cc1c(Br)c([N+](=O)[O-])nn1CC(=O)NCCc1ccc(Cl)cc1 | -9% | -6% | 25% | -20% | 2%

No. | RGS4 inhibitor | Pin1 inh | PGK inhibitor | GLS inh
1 | 1% | -2% | -8% | -7%
2 | ? | -2% | -6% | -27%
3 | -10% | 20% | i | 5%
4 | -24% | nt | 10% | 2%
5 | 22% | ? | 15% | 16%
6 | 0% | 18% | ? | 22%
7 | 0% | -4% | 2% | 7%
8 | -52% | ? | 0% | -2%
9 | -35%[56.9 µM] | -6% | -4% | 3%
10 | -31% | 18% | -7% | -2%
11 | -50% | 19% | 4% | 12%
12 | -8%[56.9 µM] | -2% | 6% | 0%
13 | -22% | -2% | -2% | -14%
14 | 25% | 2% | -14% | -2%
15 | 31% | -5% | i | 0%

Next section:
No. | canonical_smiles | JMJD2A Tudor | ERG Ets-DNA blk | HP1b binding inh | 12-LOX inh | rTrxR1 inhibitor
16 | Cc1cc(/N=C/C=C2\N(C)c3ccccc3C2(C)C)n(CCC#N)n1 | ? | nt | 0% | -15% | -7%
17 | CCN1CCN(CCn2c(=S)[nH]c3cc4c(cc3c2=O)OCO4)CC1 | ? | -1% | 22% | 0% | -23%
18 | Cc1cc(S(=O)(=O)Nc2c(NC3CCCCC3)c3ccccc3oc2=O)ccc1F | -3% | 6% | 14%[57 µM] | 36%&11%[activator] | -1%
19 | COC(=O)c1ccccc1NC(=O)CSc1nnc(-c2cccnc2)n1C | -8% | -11% | 36% | 29% | 16%[57.1 µM]
20 | c1ccc(CNc2nc3c(-c4ccccc4)nnn3c3ccccc23)cc1 | -7% | -2% | 30% | -21% | 12%
21 | O=C(NCCCN1CCCC1=O)c1cccc(S(=O)(=O)N2CCN(c3ccccc3)CC2)c1 | -29% | -3% | 5% | 8% | -3%
22 | CCOc1ccc(S(=O)(=O)N2CCN(C(=O)CCC(=O)N3CCOCC3)CC2)cc1 | -12% | -6% | 20% | -16% | 19%
23 | CN(C)c1ccc(NC(=O)CCSc2nc(-c3ccco3)cc(C(F)(F)F)n2)cc1 | ? | -6% | -3% | -24% | 13%
24 | O=C(NC(Cc1ccccc1)C(=O)O)c1ccc(S(=O)(=O)N2CCOCC2)cc1 (stereo unspecified) | 4% | -1% | 34% | -10% | 9%

No. | RGS4 inhibitor | Pin1 inh | PGK inhibitor | GLS inh
16 | 27% | 0% | 3% | 29%
17 | 5% | 8% | 2% | nt
18 | 4% | 23% | -7% | 32%[activator]
19 | 23% | -2% | -1% | 9%
20 | 9% | 0% | i | 2%
21 | 6% | 3% | 0% | 9%
22 | 23% | 2% | 6% | 2%
23 | -21% | 20% | -3% | 7%
24 | 1% | -3% | 4% | 2%

A second format for 4 compounds above:
(3) COc1ccc(CN2C(=O)c3ccccc3C(/C=N\OCc3ccc(F)cc3)C2=O)cc1 (stereo unspecified)
  JMJD2A Tudor = -3%
  ERG Ets-DNA blk = -5%
  HP1b binding inh = 50%[activator]
  12-LOX inh = -17%
  rTrxR1 inhibitor = 15%[57.1 µM]
  RGS4 inhibitor = -10%
  Pin1 inh = 20%
  PGK inhibitor = i
  GLS inh = 5%

(10) CC(C)(C)c1nnc2sc(SC/C(O)=C(\C#N)c3nc4ccccc4[nH]3)nn2c1=O
  JMJD2A Tudor = 8%
  ERG Ets-DNA blk = 5%
  HP1b binding inh = ?
  12-LOX inh = 0%
  rTrxR1 inhibitor = -3%[57.1 µM]
  RGS4 inhibitor = -31%
  Pin1 inh = 18%
  PGK inhibitor = -7%
  GLS inh = -2%

(19) COC(=O)c1ccccc1NC(=O)CSc1nnc(-c2cccnc2)n1C
  JMJD2A Tudor = -8%
  ERG Ets-DNA blk = -11%
  HP1b binding inh = 36%
  12-LOX inh = 29%
  rTrxR1 inhibitor = 16%[57.1 µM]
  RGS4 inhibitor = 23%
  Pin1 inh = -2%
  PGK inhibitor = -1%
  GLS inh = 9%

(14) COc1ccccc1N1CCN(C(=O)CCn2cnc3onc(-c4ccc(F)cc4)c3c2=O)CC1
  JMJD2A Tudor = -36%
  ERG Ets-DNA blk = 8%
  HP1b binding inh = -14%
  12-LOX inh = -17%
  rTrxR1 inhibitor = 11%
  RGS4 inhibitor = 25%
  Pin1 inh = 2%
  PGK inhibitor = -14%
  GLS inh = -2%
